XIAP displacement – XIAP antagonists, biochemical, IAP family, fluorescence polarization (AID 1018). XIAP BIR domain, fluorescence polarization peptide displacement; higher % means a stronger effect. displacement, % at 20 µM, or IC50 in µM where a hit was titrated. 0.007% of 200,000 active; in the data active = displacement above about 50%; note: a part of the inactive calls stands beside numbers as strong as those of hits
Rac1 GTP hydrolysis – MgcRacGAP GTPase-activating activity inhibitors, confirmation, biochemical, ADP Hunter fluorescence; Rac GTPase-activating protein 1 (Homo sapiens); MgcRacGAP-stimulated Rac1 GTP hydrolysis, ADP Hunter fluorescence; higher % means a stronger effect; GST-tagged Rac1 F28L mutant substrate; inhibition, % at 30 µM, or IC50 in µM where a hit was titrated; 0.6% of 340,000 active;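 active = first-screen hits whose inhibition reached a set limit at any dose in the follow-up dose series; inconclusive = inhibition above the set first-screen limit but never retested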;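 note: fluorescence reports GDP produced by GAP-driven GTP hydrolysis; strong numbers were not always called active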
Siah-1 displacement – Siah-1 peptide-binding antagonists, primary screen, biochemical, fluorescence polarization, rhodamine-plectin, uHTS (AID 1817). Siah-1 / rhodamine-plectin peptide fluorescence polarization; higher % means a stronger effect. one-dose displacement, % at 20 µM; IC50 in µM for titrated hits. 0.02% of 290,000 active;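 active = displacement of at least 50% at 20 µM, with a fluorescence ratio check between 0.3 and a set limit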;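 note: plate controls were Siah plus tracer with DMSO for no effect and tracer alone without Siah for full effect; strong numbers were not always called active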
Dengue-2 NS5 capping – Dengue-2 NS5 methyltransferase inhibitors, primary screen, biochemical, confirmation dose response (AID 588689); Dengue-2 NS5 methyltransferase capping enzyme assay, biochemical; higher % means a stronger effect; one-dose inhibition, % at 25 µM; IC50 in µM for titrated hits; Genome polyprotein (Dengue virus type 2 (strain 16681-PDK53)); 0.3% of 340,000 active; in the data active = a potency from the dose series; inconclusive = inhibition above about 29% without an active follow-up result
HIV fusion peptide – inhibitors of HIV fusion peptide binding, primary screen, biochemical, uHTS, fluorescence dequenching (AID 1986) | cell-free peptide binding, fluorescence dequenching, 30 min; higher % means a stronger effect | inhibition, % at 20 µM, or IC50 in µM where a hit was titrated | 0.3% of 290,000 active; in the data active = inhibition mostly above about 52%, no sharp cut-off; inactive = mostly below about 76%; note: some results filed as inactive read as strong as hits
RSV CPE inhibition – RSV antiviral activity via CPE protection, HEp-2 cells, primary 10 µM value included (AID 2391). 0.13% of 310,000 active. HEp-2 cells, RSV-induced CPE inhibition; higher % means a stronger effect. one-dose CPE inhibition, % at 10 µM; IC50 in µM for titrated hits; in the data active = a potency from the dose series; inconclusive = CPE inhibition mostly from about 23% at the one dose, without a potency; inactive = the rest, 99 in 100 with CPE inhibition below about 21%; note: strong numbers were not always called active
Large T inhibition – SV40 large T antigen inhibitors, biochemical (AID 1903) | SV40 large T antigen ATPase/helicase inhibition assay; higher % means a stronger effect | inhibition, % at 20 µM, or IC50 in µM where a hit was titrated | 0.39% of 310,000 active; in the data active = a potency from the dose series; inconclusive = inhibition mostly from about 32% at the one dose, without a potency; inactive = the rest, 99 in 100 with inhibition below about 32%; note: strong numbers were not always called active
LYP inhibition – inhibitors of LYP phosphatase, biochemical, fluorescence intensity, uHTS (AID 1779); Tyrosine-protein phosphatase non-receptor type 22 (Homo sapiens); recombinant LYP phosphatase, fluorescence intensity; higher % means a stronger effect; inhibition, % at 11.5 µM; hits with a dose series show IC50 in µM; 0.054% of 290,000 active; in the data active = inhibition above about 50%;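 note: plate controls were vehicle with enzyme for no effect and no enzyme for full effect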
AID2073 – inhibitors of Mint1-CaV2.2 protein interaction, biochemical, HTRF (AID 2073); Voltage-dependent N-type calcium channel subunit alpha-1B (Homo sapiens); HTRF protein-protein interaction, Mint1-CaV2.2; higher % means a stronger effect; inhibition, % at 20 µM; hits with a dose series show IC50 in µM; 0.19% of 290,000 active; in the data active = inhibition mostly above about 51%, no sharp cut-off; inconclusive = no clear call, values can overlap the other calls; inactive = mostly below about 53%; note: some results filed as inactive read as strong as hits
Dengue-2 NS5 capping pilot replicate – second read-out of Dengue-2 NS5 capping, no call of its own (marks repeat the call); inhibition, %; measured here: pilot screen replicate inhibition
The depositor's hits bear a star; ? = inconclusive; · = no result given.

SMILES	XIAP displacement	Rac1 GTP hydrolysis	Siah-1 displacement	Dengue-2 NS5 capping	HIV fusion peptide	RSV CPE inhibition	Large T inhibition	LYP inhibition	AID2073	others
CC1CCCCN1C(=O)CSc1nnc(-c2ccc(Cl)s2)o1 (configuration not stated)	-1.2%	10.4%	0.1%	-3.4%	1.8%	0.7%	1.6%	-5.3%	-4.0%
Cc1ccc(OCc2cc(C(=O)N3CCCCCCC3)no2)cc1C	·	10.4%	0.6%	-3.3%	0.8%	6.0%	5.5%	-5.1%	4.9%
COc1ccc(NC2=CC(=O)CC(c3ccccc3)C2)c(OC)c1 (configuration not stated)	-4.7%	5.5%	0.4%	-4.2%	-2.4%	-0.6%	12.5%	-11.8%	-1.2%
COc1cccc(C(=O)Cn2c(=N)n(C)c3ccccc32)c1	-5.4%	13.2%	1.4%	-2.7%	-3.3%	-0.9%	-0.1%	-7.5%	-0.6%
O=C(Nc1cccc(F)c1)C1CCN(C(=O)c2ccc(Br)cc2)CC1	-0.4%	-4.6%	2.7%	-4.1%	-3.3%	5.6%	-2.9%	-8.1%	1.8%	Dengue-2 NS5 capping pilot replicate=-3.9
CC(=O)Nc1cccc(NC(=O)Nc2cccc(F)c2)c1	-2.2%	0.8%	0.6%	-14.4%	0.0%	1.1%	5.9%	-3.3%	3.2%
CCOC(=O)c1c(S(=O)(=O)N(C)Cc2ccccc2)c(C)n(C)c1C	·	-3.3%	-4.8%	-4.5%	-0.7%	-0.7%	1.2%	-8.8%	7.2%
CCOC(=O)C1CCCN(C(=O)/C=C/c2cc(OC)c(OC)c(OC)c2)C1 (configuration not stated)	-7.3%	11.1%	-2.7%	3.6%	-0.4%	1.9%	1.4%	-7.3%	4.5%
COc1ccccc1CSc1nc2ccccc2[nH]1	-2.3%	3.3%	0.4%	-2.1%	-1.3%	4.4%	3.1%	-0.8%	3.8%
Cc1cc(N2C(=O)CC(Cc3ccccc3)C2=O)no1 (configuration not stated)	0.1%	9.8%	1.5%	-2.1%	2.0%	1.4%	2.1%	-0.7%	-10.1%
Cc1ccc(-c2cc3nc(C)cc(NCc4ccco4)n3n2)cc1	-5.8%	7.4%	-4.1%	-4.1%	-1.0%	4.6%	4.8%	-2.3%	8.7%
Cc1nc2nc(-c3ccccc3)[nH]n2c(=O)c1C	-6.6%	3.0%	-5.2%	2.4%	-2.1%	·	-0.5%	-8.7%	0.3%
CS(=O)(=O)CCC(C(=O)n1nnc2ccccc21)N1C(=O)c2ccccc2C1=O (configuration not stated)	-4.3%	4.2%	-3.4%	-6.4%	-2.1%	0.3%	2.8%	-2.4%	3.2%
CCc1nn(CCCC(=O)NCc2cc(Br)ccc2OC)c(=O)c2cc3occc3n12	·	5.4%	-4.2%	3.0%	0.1%	0.9%	15.5%	-6.4%	4.7%
O=S(=O)(/N=C(/Nc1ccccn1)c1ccccc1)c1ccccc1	-4.2%	3.9%	3.8%	-2.1%	-0.5%	1.3%	21.5%	-1.3%	-4.5%
COc1ccccc1NC(=O)CCN1CCN(c2ccc(Cl)cc2)CC1	·	7.8%	-0.1%	8.9%	-1.3%	1.6%	-1.7%	-4.1%	2.3%
O=[N+]([O-])c1ccc(NCCCNS(=O)(=O)c2ccccc2)c(Cl)c1	-1.9%	-5.6%	-2.4%	2.2%	-1.9%	7.8%	-3.3%	-3.6%	-4.1%
Nc1nnc(SCC(=O)c2ccc3ccccc3c2)s1	-10.0%	8.6%	-2.5%	-9.7%	-0.4%	1.6%	4.0%	-6.9%	-22.3%
Cc1cc(N2CCN(C(=O)c3ccco3)CC2)n2nc(C)c(-c3ccccc3)c2n1	-11.4%	9.7%	-2.7%	0.0%	-2.7%	·	10.2%	10.0%	9.1%
C/C(CC(=O)NCc1ccc(Cl)cc1)=N\NC(=O)c1ccccc1F	-3.0%	13.7%	5.2%	2.7%	1.4%	1.0%	13.8%	-3.0%	2.1%
O=C(C1CC(c2ccc(F)cc2)=NO1)N1CCN(c2ccccc2)CC1 (configuration not stated)	-4.0%	8.8%	3.5%	4.8%	1.3%	3.6%	1.4%	-4.0%	-7.8%
COc1ccc(C(=O)CSc2nc(C)cc(C)n2)cc1[N+](=O)[O-]	-0.4%	6.1%	-0.9%	5.1%	-2.5%	0.3%	4.3%	-6.6%	-15.1%
COc1cc2c(cc1OC)CN(c1nc(CN3CCCC3)nc3sc(C)c(C)c13)CC2	-9.6%	3.2%	-0.5%	-3.0%	-0.4%	-1.8%	5.0%	-4.1%	-6.0%
Cc1cccc(C2c3[nH]c4ccccc4c3CCN2C(=O)c2nn(C)c(=O)c3ccccc23)n1 (configuration not stated)	-0.5%	4.5%	0.6%	-1.5%	1.2%	2.1%	50.5%	11.1%	17.4%
O=C(O)c1ccc(Oc2cc(Oc3ccc(C(=O)O)cc3)cc([N+](=O)[O-])c2)cc1	·	0.8%	-4.2%	23.9%	11.8%	0.9%	9.2%	-6.1%	13.4%
CN1CCN(C(=O)C23CC4CC(C)(CC(C)(C4)C2)C3)CC1	·	9.6%	1.8%	-10.0%	0.1%	0.7%	3.8%	-4.7%	11.7%
Cc1cccc(C)c1NC(=S)N(c1ccccc1)C(C)C	-5.5%	0.6%	5.0%	2.7%	-1.7%	0.2%	10.1%	-3.1%	-10.8%
Cc1cccc(N2C(=O)c3cccnc3C2=O)c1	0.6%	9.4%	2.1%	-7.0%	-0.8%	2.4%	3.2%	-9.7%	-25.9%
COc1ccc(CNCc2ccc(C)cc2)c(OC)c1	·	30.1%	-2.0%	-2.0%	-0.5%	-1.7%	6.8%	-12.3%	1.5%
Cn1c(=O)c2c(=O)cc(N)[nH]c2n(C)c1=O	·	8.3%	9.3%	-2.3%	3.0%	2.9%	3.5%	-4.9%	38.4%
N#C/C(=C(/O)c1ccc([N+](=O)[O-])cc1)c1nc2ccccc2[nH]1	·	·	0.4%	·	1.3%	·	10.7%	-3.3%	43.1%
COC(=O)c1cc2oc3ccccc3c2n1CC(=O)Nc1ccccc1OC	-4.8%	12.1%	-1.5%	1.6%	14.3%	1.9%	0.5%	-8.8%	1.7%
Cc1ccc(C)c(N2C(=O)c3cc(N4CCOCC4)c([N+](=O)[O-])cc3C2=O)c1	-3.7%	9.2%	2.2%	2.9%	1.0%	0.1%	3.4%	-3.0%	-2.4%
C=CCn1c(C)cc(C(=O)COc2ccc(C)nc2[N+](=O)[O-])c1C	-7.4%	6.3%	6.3%	2.5%	28.9%	5.1%	8.4%	0.3%	-13.3%
O=S(=O)(Nc1ncccn1)c1ccc(NC(=S)N2CCN(c3cccc(C(F)(F)F)c3)CC2)cc1	·	5.7%	0.9%	-0.6%	11.7%	20.3%	15.7%	-0.4%	-14.4%
Cc1ccc(C)c(N2CCN(S(=O)(=O)CC34CCC(CC3=O)C4(C)C)CC2)c1 (configuration not stated)	·	-3.2%	-3.4%	5.0%	-1.0%	15.1%	-0.1%	-1.6%	2.6%

No new results follow: an excerpt of the list.
SMILES	XIAP displacement	Rac1 GTP hydrolysis	Siah-1 displacement	Dengue-2 NS5 capping	HIV fusion peptide	RSV CPE inhibition	Large T inhibition	LYP inhibition	AID2073	others
CCc1nn(CCCC(=O)NCc2cc(Br)ccc2OC)c(=O)c2cc3occc3n12	·	5.4%	-4.2%	3.0%	0.1%	0.9%	15.5%	-6.4%	4.7%
O=S(=O)(/N=C(/Nc1ccccn1)c1ccccc1)c1ccccc1	-4.2%	3.9%	3.8%	-2.1%	-0.5%	1.3%	21.5%	-1.3%	-4.5%
COc1ccccc1NC(=O)CCN1CCN(c2ccc(Cl)cc2)CC1	·	7.8%	-0.1%	8.9%	-1.3%	1.6%	-1.7%	-4.1%	2.3%
O=[N+]([O-])c1ccc(NCCCNS(=O)(=O)c2ccccc2)c(Cl)c1	-1.9%	-5.6%	-2.4%	2.2%	-1.9%	7.8%	-3.3%	-3.6%	-4.1%

Next part.
SMILES	XIAP displacement	Rac1 GTP hydrolysis	Siah-1 displacement	Dengue-2 NS5 capping	HIV fusion peptide	RSV CPE inhibition	Large T inhibition	LYP inhibition	AID2073	others
CC1CC(=O)Nc2ccccc2N1S(=O)(=O)c1ccccc1 (configuration not stated)	-5.0%	4.3%	-2.5%	0.0%	-0.5%	1.0%	1.9%	-10.5%	4.9%
O=C(CSc1n[nH]c(=O)n1C1CC1)Nc1ccccc1	·	7.8%	6.1%	3.6%	-0.1%	1.2%	9.0%	-4.8%	3.9%
Cc1cc(=O)oc2cc(OCC(=O)N3CC(C)OC(C)C3)ccc12 (configuration not stated)	-1.2%	·	2.5%	·	2.9%	1.7%	1.5%	-12.7%	12.7%
CCOC(=O)N1CCN(C(=O)CN(C)S(=O)(=O)c2ccc(Cl)cc2)CC1	·	6.7%	1.9%	-12.5%	-2.5%	1.7%	-0.8%	-6.4%	7.6%
COc1cc(/C=C/C(=O)N2CCN(C)CC2)cc(S(=O)(=O)N2CCc3ccccc32)c1OC	·	9.5%	-3.2%	-6.4%	-0.8%	-1.7%	11.4%	-5.3%	1.4%
O=C(COc1ccccc1)Nc1ccccc1N1CCN(c2ccccc2)CC1	-4.5%	2.0%	-2.3%	-8.9%	1.0%	0.6%	-0.2%	-12.0%	0.6%
N#Cc1cnn2c(N)c(-c3ccc(Cl)cc3)cnc12	-7.8%	7.3%	-0.5%	-0.7%	2.5%	-4.5%	4.7%	-0.6%	26.5%
COc1ccccc1NC(=O)CSc1nnc(-c2ccccn2)n1Cc1ccco1	-5.3%	11.0%	-3.8%	-10.4%	-0.7%	5.6%	4.2%	4.5%	-9.5%
O=C(Nc1nc2c(s1)CCCC2)c1nn(Cc2ccccc2)c(=O)c2ccccc12	-4.2%	5.5%	-2.5%	-0.6%	-2.9%	2.0%	3.4%	-6.2%	12.4%
COc1ccc(NC(=S)N2CCN(C/C=C/c3ccccc3)CC2)cc1	-3.1%	8.1%	5.6%	-7.3%	-2.0%	18.7%	6.4%	-4.9%	-23.5%
O=C(/C=C/c1ccccc1)N1CCN(S(=O)(=O)c2ccc(F)cc2)CC1	-6.1%	3.8%	9.7%	-0.7%	-0.9%	1.5%	1.3%	-5.1%	-4.1%
Cc1cc(C)c(C)c(S(=O)(=O)N2CCN(C(=O)C3CSC4(C)CCC(=O)N34)CC2)c1C (configuration not stated)	·	10.0%	·	-2.2%	·	-1.6%	?	·	·
COc1ccc(-c2csc3ncnc(N4CCN(c5ccccc5O)CC4)c23)cc1	·	6.3%	-1.1%	-0.7%	0.7%	18.1%	8.5%	8.5%	15.4%
Cc1csc(N)n1	-2.1%	-8.5%	5.7%	-11.9%	0.9%	-0.2%	14.4%	-5.1%	-21.4%

Screens deposited in PubChem BioAssay by several laboratories.
